# Compound activity as filed in PubChem BioAssay.
# HT1080NT lethal = kills 2HG-producing HT-1080-NT fibrosarcoma cells | Potency, µM (titrated, usually from 46.1 µM), for inactives: at the highest dose activity, negative = less viability, most hits filed as cytotoxic | hit rate 1.6% among 360,000 | HT-1080-NT fibrosarcoma viability, CellTiter-Glo ATP luminescence, 48 h | AID 686970;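 further: NT is the 2HG producing partner of a matched IDH1 knockdown line; potency means the concentration at half of the fitted maximal effect; 0% = DMSO-treated cells and -100% = media-only wells without cells; nearly all actives have a fitted effect of over 55% in size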
#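 A 48-hour cytotoxicity screen used HT-1080-NT cells plated 2 hours before compound delivery. ATP-based CellTiter-Glo luminescence measured viability, normalized to DMSO and no-cell controls.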
# KB-V1 cytotox = kills drug-selected multidrug resistant KB-V1 cells; KB-V1 MDR cells viability, CellTiter-Glo, 72 h; Potency, µM (doses to about 46.1 µM), without a hit: top-dose activity change, negative = cytotoxicity, actives largely listed as cytotoxic; hit rate 3.4% among 400,000; AID 1347076; further: potency means the concentration at half of the fitted maximal effect; on the % scale 0 is the no-effect control and ±100 the full control effect; nearly all actives have a fitted effect of over 60% in size
#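 KB-V1 cells (P-gp-expressing MDR subline of KB-3-1) in phenol-red-free DMEM with 10% FBS were exposed to library compounds over a concentration series for 72 h at 37 degrees C. Viability read by CellTiter-Glo luminescence; concentration-effect curves fitted after normalization.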
# SW480 rereplic = inducers of DNA re-replication in SW480 colon cancer cells; hit rate 1.8% among 340,000; SW480 DNA re-replication, Hoechst DNA content imaging, 48 h; AID 624297; Potency, µM (titrated, usually from 46.1 µM), for the others: top-dose re-replication activation, hits mostly activators; further: potency means the concentration at half of the fitted maximal effect; % of control where 0% means no effect; nearly all actives have a fitted effect of over 55% in size
#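 Image-based DNA-content assay: after two days of treatment, nuclei were labelled with the DNA dye Hoechst and imaged, and hits were compounds raising the count of nuclei showing high fluorescence intensity.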
# HT1080 IDH1KD tx = toxicity to HT-1080 IDH1 knockdown cells (counter line). Potency, µM (highest dose often 46.1 µM), for the others: at the top dose activity, negative = toxicity, usual class: cytotoxic. hit rate 2% among 360,000. AID 686971. HT-1080 IDH1 knockdown viability, ATP luminescence, 48 h;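 further: potency means the concentration at half of the fitted maximal effect; 0% = DMSO wells and -100% = cell-free medium wells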
#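 Luminescent ATP read-out (CellTiter-Glo, 10 min at room temperature) after 48 h compound exposure at 37 °C gave viability of IDH1-knockdown HT-1080 cells. Activity was normalised to DMSO and cell-free wells, then fitted as concentration-response curves.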
# IL1B secr inh = inhibitors of inflammasome signaling (IL-1 beta secretion). hit rate 4.7% among 360,000. THP-1 LPS/ATP IL-1B secretion, AlphaLISA, 16 h; active compounds read low. activity change, % at 57.5 µM; in the data active means activity change below about -50%; inconclusive means mostly about -30% to -49%; further: on the % scale 0 is the no-effect control and ±100 the full control effect
#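 THP-1 cells pretreated 1 hr with compounds (up to 57.5 uM final), then stimulated with LPS (250 ng/mL final) plus ATP (1.25 mM final); secreted IL-1B measured by AlphaLISA after 16 hr, decreased signal indicating inhibition.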
# MCF10A rerep = induces DNA re-replication in MCF 10a normal breast cells. MCF 10A DNA re-replication, Hoechst nuclear intensity, 48 h. Potency, µM (top dose mostly 46.1 µM), for inactives: top-dose activity, positive = re-replication, actives largely listed as activators. hit rate 2.9% among 350,000. AID 624296; further: potency means the concentration at half of the fitted maximal effect; % of control where 0% means no effect; nearly all actives have a fitted effect of over 50% in size
# ATXN2 expr inh = inhibitors of ATXN2 expression. Potency, µM (series often up to 57 µM), inactives show top-dose activity change, negative = inhibition, most hits filed as inhibitors. hit rate 0.72% among 360,000. HEK-293 ATXN2-luciferase reporter, luminescence, 24 h; further: potency means the concentration at half of the fitted maximal effect; on the % scale 0 is the no-effect control and ±100 the full control effect; nearly all actives have a fitted effect of over 55% in size
#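 ATXN2-luciferase reporter cells (luciferase flanked by upstream and downstream ATXN2 gene portions) were treated 24 h at 37 °C with compounds at up to 57 uM. SteadyGlo luminescence gave expression; GF-AFC fluorescence gave viability.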
# WRN helicase inh = blocks human WRN helicase; WRN helicase unwinding, fluorescent forked duplex, kinetic; Q14191; hit rate 0.46% among 360,000; Potency, µM (titrated, usually from 114 µM), for inactives: at the top dose activity change, negative = inhibition, most hits filed as inhibitors; further: potency means the concentration at half of the fitted maximal effect; on the % scale 0 is the no-effect control and ±100 the full control effect; nearly all actives have a fitted effect of over 55% in size
# Target sequence (Q14191 whole entry, looked up): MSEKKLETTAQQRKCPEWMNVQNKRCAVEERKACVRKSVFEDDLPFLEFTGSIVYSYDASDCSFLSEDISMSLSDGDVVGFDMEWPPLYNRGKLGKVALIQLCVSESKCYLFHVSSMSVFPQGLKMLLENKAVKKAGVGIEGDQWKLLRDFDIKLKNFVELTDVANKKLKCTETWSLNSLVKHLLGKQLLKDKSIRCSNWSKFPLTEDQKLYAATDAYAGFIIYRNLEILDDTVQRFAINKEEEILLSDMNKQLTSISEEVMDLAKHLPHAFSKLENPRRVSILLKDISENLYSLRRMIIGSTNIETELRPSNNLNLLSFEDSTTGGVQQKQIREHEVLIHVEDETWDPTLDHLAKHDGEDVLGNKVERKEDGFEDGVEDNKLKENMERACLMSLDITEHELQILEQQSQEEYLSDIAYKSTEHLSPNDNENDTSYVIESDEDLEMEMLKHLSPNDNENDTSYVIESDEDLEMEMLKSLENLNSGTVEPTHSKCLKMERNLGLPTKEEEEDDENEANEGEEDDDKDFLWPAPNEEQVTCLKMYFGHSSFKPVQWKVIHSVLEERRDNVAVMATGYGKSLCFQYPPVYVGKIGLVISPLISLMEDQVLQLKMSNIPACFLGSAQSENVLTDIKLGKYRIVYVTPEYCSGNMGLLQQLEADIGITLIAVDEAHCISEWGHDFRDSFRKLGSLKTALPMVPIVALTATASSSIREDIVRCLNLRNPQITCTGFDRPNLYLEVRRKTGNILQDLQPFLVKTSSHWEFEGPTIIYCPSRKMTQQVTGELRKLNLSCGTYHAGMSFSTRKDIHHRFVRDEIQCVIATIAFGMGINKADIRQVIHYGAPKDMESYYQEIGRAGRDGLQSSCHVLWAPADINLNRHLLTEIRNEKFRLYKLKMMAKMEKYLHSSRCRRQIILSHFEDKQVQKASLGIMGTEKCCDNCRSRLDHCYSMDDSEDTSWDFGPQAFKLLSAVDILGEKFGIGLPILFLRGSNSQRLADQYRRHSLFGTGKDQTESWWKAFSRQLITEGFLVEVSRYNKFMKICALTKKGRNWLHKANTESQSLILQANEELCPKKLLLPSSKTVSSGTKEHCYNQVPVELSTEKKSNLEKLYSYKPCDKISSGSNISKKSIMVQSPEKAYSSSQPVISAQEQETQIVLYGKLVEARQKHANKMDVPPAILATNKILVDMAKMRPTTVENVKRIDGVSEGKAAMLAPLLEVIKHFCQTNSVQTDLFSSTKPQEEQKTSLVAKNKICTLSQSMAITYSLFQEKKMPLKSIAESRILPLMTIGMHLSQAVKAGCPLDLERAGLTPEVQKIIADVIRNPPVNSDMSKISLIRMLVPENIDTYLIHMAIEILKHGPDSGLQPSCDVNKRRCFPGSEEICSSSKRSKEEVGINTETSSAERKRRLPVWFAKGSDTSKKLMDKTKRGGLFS
#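 Kinetic red-fluorescence monitoring (525/598 nm) tracks WRN helicase activity after 100 nM fluorophore-quencher forked duplex and 2 mM ATP are added to 20 nM enzyme pretreated 15 min at room temperature with compound.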
# KB-3-1 tox = kills parental KB-3-1 adenocarcinoma cells. KB-3-1 viability, CellTiter-Glo ATP luminescence, 72 h. Potency, µM (doses to about 46.1 µM), for inactives: at the top dose activity change, negative = cytotoxic, usual class: cytotoxic. hit rate 1.4% among 400,000; further: potency means the concentration at half of the fitted maximal effect; on the % scale 0 is the no-effect control and ±100 the full control effect; nearly all actives have a fitted effect of over 60% in size
#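 Using CellTiter-Glo luminescence, growth of non-resistant KB-3-1 adenocarcinoma cells is assessed 72 h after pin-tool compound addition at 37 °C. Normalized responses across the concentration series yield fitted curves.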
# * hit, by the source's call; ? = inconclusive; . = no result given; & = joins results of further samples; [ ] = dose if it differs, or a comment. Unless noted, the call rests on the fitted dose curve; in most records, active means well fitted curve in the direction sought with a large enough effect; inconclusive means small, poorly fitted or top-dose-only effect, or another doubt; inactive means no such curve, though single readings can be large; an effect the other way counts as inactive or inconclusive.
# Field names: A = HT1080NT lethal; B = KB-V1 cytotox; C = SW480 rereplic; D = HT1080 IDH1KD tx; E = IL1B secr inh; F = MCF10A rerep; G = ATXN2 expr inh; H = WRN helicase inh; I = KB-3-1 tox
mol: COc1cccc(Nc2nc(N)nc(-c3oc4ccccc4c3C)n2)c1
  A = 10µM*	B = 4.6µM*	C = 13µM*	D = 7.9µM*	E = -71*	F = 7.3µM*	G = 39%[activator]	H = ?	I = ?

mol: Cc1cccc(C)c1NC(=O)CN(C)C(=O)c1cccc(NS(=O)(=O)c2ccccc2)c1
  A = -2%	B = -10%	C = -73%[inhibitor]	D = -6%	E = -6	F = 4%	G = -25%	H = -12%	I = -6%

mol: C=CCNc1ncnc2c1ncn2[C@H]1CN(CCc2ccccc2)C[C@@H](CO)O1
  A = 24%	B = 2%	C = .	D = 6%	E = -4	F = .	G = 15%	H = 3%	I = 0%

mol: C=C1SC(=Nc2c(C)cccc2Cl)N(C(=O)c2sc3ccccc3c2Cl)C12CCCCC2
  A = 8%	B = -3%	C = -2%	D = 8%	E = 13	F = ?	G = .	H = -4%	I = -1%

mol: CC(=O)c1ccccc1NC(=O)CN1C(=O)CS/C1=C\c1nc(-c2ccc(C)cc2)cs1
  A = 10%	B = -2%	C = 3%	D = 0%	E = 9	F = 4%	G = -35%	H = 9%[57.1 µM]	I = -3%

mol: Cc1ccccc1OCC(=O)Nc1cnn(CCCC(=O)O)c1
  A = 21%	B = 19%	C = -14%	D = 7%	E = 5	F = -7%	G = 14%	H = 6%	I = 27%

mol: C/C(=N\NC(=O)c1ccccc1C)c1ccc(N2CCOCC2)cc1
  A = 16%	B = 1%	C = -1%	D = 8%	E = -3	F = -5%	G = 3%	H = 1%[57.1 µM]	I = -1%

mol: O=C(O)/C=C\c1cc2c(cc1[N+](=O)[O-])OCO2
  A = 22%	B = 14%	C = 3%	D = 15%	E = 4	F = -3%	G = -2%	H = -7%	I = 1%

mol: Cc1ccccc1-c1nnc(Cc2ccccc2)o1
  A = 26%	B = -21%	C = -8%	D = ?	E = 0	F = 18%	G = 88%[activator]	H = 10%	I = 1%

mol: Cc1cc(NS(=O)(=O)c2ccccc2)no1
  A = -2%	B = 19%	C = -3%	D = 1%	E = 2	F = -3%	G = 4%	H = -4%	I = 20%

mol: CCOc1cc(C(=O)NCCc2ccc(S(N)(=O)=O)cc2)cc(OCC)c1OCC
  A = -3%	B = ?	C = -24%	D = 6%	E = -3	F = 0%	G = 3%	H = 5%	I = 0%

mol: CN(C)c1ccc(-n2cccc2/C=C/[N+](=O)[O-])cc1
  A = 6.5µM*	B = ?	C = 14%	D = 6.5µM*	E = -101*	F = ?	G = ?	H = -24%	I = ?

mol: Cc1ccc(C)c(S(=O)(=O)N2CCN(C(=O)Cc3c(F)cccc3Cl)CC2)c1
  A = 7%	B = 7.3µM*	C = 0%	D = 8%	E = 15	F = 23%	G = 5%	H = 3%	I = -23%

mol: CCOC(=O)c1ccc(NC(=S)NCCc2ccc(F)cc2)cc1
  A = ?	B = ?	C = ?	D = ?	E = 157	F = 28%	G = -1%	H = -12%	I = -2%

mol: COc1cccc(N2C(=O)C(O)=C(C(C)=O)C2c2ccc(OC)c(OC)c2)c1 (stereo not drawn)
  A = 4%	B = 6%	C = 2%	D = 4%	E = 12	F = 5%	G = 3%	H = -1%	I = -3%

mol: CCSC1=C(C#N)C(c2ccc(C)o2)CC(=O)N1 (stereo not drawn)
  A = 4%	B = -14%	C = ?	D = 13%	E = .	F = 7%	G = 15%	H = -2%	I = 2%

mol: Cc1c(N/C=C/C(=O)C(F)(F)F)c(=O)n(-c2ccccc2)n1C
  A = 18%	B = 5%	C = -11%	D = 12%	E = -13	F = 14%	G = -6%	H = -3%	I = -9%

mol: COc1ccc2c(c1)OC[C@H]1[C@H]2N2C(=O)CN(CC3CCCO3)C(=O)[C@@]2(C)[C@H]1c1ccccc1 (stereo partly drawn)
  A = 8%	B = 12%	C = -9%	D = 1%	E = -18	F = 82%	G = -6%	H = -2%	I = 8%

mol: Cc1csc(NC(=O)c2ccc(=O)[nH]c2)n1
  A = 5%	B = ?	C = -13%	D = 10%	E = 3	F = 0%	G = 5%	H = -1%	I = 12%

mol: COCCN(CC(=O)NCc1ccc(F)cc1)C(=O)CCC(=O)Nc1nccs1
  A = 9%	B = -3%	C = -2%	D = 9%	E = 9	F = 7%	G = 2%	H = -2%[57.1 µM]	I = 4%

mol: CCOc1ccc2oc(C(=O)OCC(=O)N3CC(C)OC(C)C3)c(C)c2c1 (stereo not drawn)
  A = 3%	B = 12%	C = -3%	D = 2%	E = -1	F = -5%	G = .	H = 3%	I = -9%

mol: CC/C(O)=C1\C(=O)CC(c2ccccc2)CC1=NCCC(=O)O (stereo not drawn)
  A = 19%	B = ?	C = 3%	D = 21%	E = 9	F = -4%	G = 1%	H = -9%[57.1 µM]	I = 16%

mol: O=[N+]([O-])c1nn(-c2ccc3c(c2)OCCO3)n(O)c1=NC1CCCCCC1
  A = -1%	B = 16µM*	C = 3%	D = ?	E = -9	F = 1%	G = 1%	H = -4%	I = 16%

mol: OCC(O)/C=N/Nc1nc(Nc2ccccc2)nc(Nc2ccccc2)n1 (stereo not drawn)
  A = -9%	B = -2%	C = 19%	D = ?	E = ?	F = 0%	G = 5%	H = 2%	I = -7%

mol: CCC(=O)Nc1ccc(NC(=O)CSc2nnnn2-c2ccc(OC)cc2)cc1
  A = 0%	B = -17%	C = -1%	D = 1%	E = 8	F = 0%	G = .	H = 8%	I = 4%

mol: Cc1cnc(=O)[nH]c1SCC(=O)Nc1nccs1
  A = 10%	B = 44%	C = -5%	D = 16%	E = -17	F = 3%	G = 5%	H = -11%	I = 19%

mol: Cc1cc(C)n(C2CCCCC2OC(=O)c2ccccc2F)n1 (stereo not drawn)
  A = 10%	B = -10%	C = 0%	D = 3%	E = 24	F = 7%	G = -3%	H = 10%	I = -2%

mol: O=C(CSc1nc2c(oc3ccccc32)c(=O)n1CC1CCCO1)NCc1ccccc1 (stereo not drawn)
  A = 3%	B = 0%	C = 7%	D = 7%	E = 7	F = -1%	G = -6%	H = -8%	I = -3%

mol: CCN(CC)C(=O)C1CCC(C)(C(=O)O)C1(C)C (stereo not drawn)
  A = 1%	B = 8%	C = 1%	D = -2%	E = 3	F = 1%	G = 4%	H = 13%[57.1 µM]	I = 3%

mol: COc1ccc(NC(=O)CNC(=O)Cn2ccc3ccccc3c2=O)c(OC)c1
  A = -4%	B = -24%&-16%	C = 1%	D = 16%	E = -9	F = 5%	G = -3%&-7%	H = 7%	I = 7%&3%

mol: S=C(c1ccc(-c2cccc(Cl)c2)o1)N1CCCCC1
  A = -10%	B = ?	C = 0%	D = -14%	E = 18	F = -7%	G = 60%[activator]	H = -7%	I = 2%

mol: O=c1c(-c2ccccc2)nc(-c2ccccc2)cn1O
  A = 12%	B = ?	C = 7%	D = 15%	E = 7	F = ?	G = 11%	H = -7%	I = 10%

mol: O=C(c1cccc(NS(=O)(=O)c2ccc(F)c(F)c2)c1)N1CCN(Cc2ccccc2)CC1
  A = -2%	B = ?	C = .	D = -7%	E = 0	F = 3%	G = 4%	H = -6%	I = 0%

mol: COC(=O)c1c(NC(=O)c2ccccc2F)sc(C(=O)N2CCOCC2)c1C
  A = 6%	B = -20%	C = -6%	D = -12%	E = -1	F = 2%	G = -18%	H = 16%	I = 14%

mol: O=C(c1cc2ccccc2oc1=O)N1CCN(c2ccccn2)CC1
  A = -4%	B = 5%	C = 1%	D = -8%	E = 15	F = 0%	G = 3%	H = 0%	I = 1%

mol: Cc1nc2ccc(NC(=O)CS(=O)(=O)c3ccc(F)cc3)cc2s1
  A = -1%	B = -18%	C = -2%	D = -2%	E = -1	F = 3%	G = 29%	H = 4%	I = 1%

mol: Cc1cccc(OCc2nnc(SCn3nnc4ccccc4c3=O)o2)c1
  A = -9%	B = -13%	C = 1%	D = 7%	E = -12	F = -3%	G = -9%	H = -1%	I = 7%

mol: CC12C(=O)N(c3ccccc3)C(=O)C1C(c1ccccc1)N1CCCN12 (stereo not drawn)
  A = 14%	B = 19%	C = -5%	D = 15%	E = 10	F = 2%	G = -19%	H = -4%	I = 2%

mol: Cc1ccc(C(=O)Nc2nc3c(s2)CCCC3)o1
  A = -23%	B = 12µM*	C = -5%	D = -20%	E = -8	F = 3%	G = -5%	H = 15%	I = ?

mol: Nc1nn2c(C(F)(F)F)cc(=O)[nH]c2c1N=Nc1cccc(F)c1
  A = 12%	B = 13%	C = 2%	D = -1%	E = 6	F = -23%	G = -8%	H = 4%	I = ?

# Compound profiles, from the list above. Values in the order: HT1080NT lethal, KB-V1 cytotox, SW480 rereplic, HT1080 IDH1KD tx, IL1B secr inh, MCF10A rerep, ATXN2 expr inh, WRN helicase inh, KB-3-1 tox
# `O=c1c(-c2ccccc2)nc(-c2ccccc2)cn1O` reads 12%, ?, 7%, 15%, 7, ?, 11%, -7%, 10%
# `Nc1nn2c(C(F)(F)F)cc(=O)[nH]c2c1N=Nc1cccc(F)c1` reads 12%, 13%, 2%, -1%, 6, -23%, -8%, 4%, ?

# A section taken from the entries so far:
# Field names: A = HT1080NT lethal; B = KB-V1 cytotox; C = SW480 rereplic; D = HT1080 IDH1KD tx; E = IL1B secr inh; F = MCF10A rerep; G = ATXN2 expr inh; H = WRN helicase inh; I = KB-3-1 tox
mol: Cc1ccc(C(=O)Nc2nc3c(s2)CCCC3)o1
  A = -23%	B = 12µM*	C = -5%	D = -20%	E = -8	F = 3%	G = -5%	H = 15%	I = ?

mol: Nc1nn2c(C(F)(F)F)cc(=O)[nH]c2c1N=Nc1cccc(F)c1
  A = 12%	B = 13%	C = 2%	D = -1%	E = 6	F = -23%	G = -8%	H = 4%	I = ?
